High-throughput results as filed in PubChem.
Rac1 wt GTP bind – alters GTP binding to wildtype human Rac1. AID 757. GTP binding activity (% of control), % at 10 µM. GST-Rac1 beads, fluorescent GTP binding, flow cytometry; actives lie on both sides; 0 = cold GTP competed, 100 = untreated. actives 0.27% (n = 190,000). P63000;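 active = GTP binding activity at least 20 points away from the 100% control level, either lower or higher; inconclusive = compound flagged as likely green fluorescent, judged across all proteins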
Pf gametocyte – kills late stage P. falciparum gametocytes; actives 0.065% (n = 150,000); AID 743093; P. falciparum stage V gametocytes, ATP luminescence, 24 h; inhibition, % at 10.9 µM;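 active = inhibition above the mean plus 3 SD of compounds within the control limits, set per campaign, cut at about 38% in these data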;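 also: 0% = DMSO wells and 100% = medium only without gametocytes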
Avidin bead fluor – compound fluoresces at 488/530 nm on avidin beads; actives 0.38% (n = 220,000); fluorescence (KMESF) at 10 µM; compound fluorescence 488/530 nm, flow cytometry; stronger effect = higher value; in the data active = fluorescence above about 47; also: inactives centre near 10
Mcl1 Noxa PPI – Mcl-1/Noxa interaction inhibition; Q07820; TR-FRET Mcl-1/Noxa peptide binding, 2 h; inhibition, % at 21.7 µM; actives 1.5% (n = 220,000); AID 1022;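 active = compounds that cut the protein-peptide binding signal by more than 50% relative to plate controls in a single-dose test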;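 also: His-tagged Mcl-1 with rhodamine Noxa BH3 peptide and terbium anti-His antibody; 0% = Mcl-1 plus Noxa peptide wells and 100% = peptide-only wells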
Target sequence (Q07820 whole entry, looked up): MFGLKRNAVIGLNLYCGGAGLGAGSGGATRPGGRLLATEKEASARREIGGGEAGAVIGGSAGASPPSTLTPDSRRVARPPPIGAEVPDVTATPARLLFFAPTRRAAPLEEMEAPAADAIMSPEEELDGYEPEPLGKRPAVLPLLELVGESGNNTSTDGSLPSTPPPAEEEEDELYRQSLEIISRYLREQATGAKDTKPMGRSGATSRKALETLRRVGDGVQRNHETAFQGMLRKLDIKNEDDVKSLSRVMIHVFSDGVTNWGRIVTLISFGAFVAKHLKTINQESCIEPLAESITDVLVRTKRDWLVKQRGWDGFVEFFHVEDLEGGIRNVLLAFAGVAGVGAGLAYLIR
Rab2A wt mod – changes GTP binding to wildtype dog Rab2A, up or down; AID 760; GST-Rab2 wt beads, Bodipy-GTP binding, flow cytometry; actives 0.19% (n = 190,000); GTP binding activity, % at 10 µM;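 active = GTP binding activity at least 20 points away from 100%, either lowered or raised; inconclusive = signal likely due to the compound's own green fluorescence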;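 also: 0% = beads with excess unlabeled GTP and 100% = no-compound control corrected for plate trend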
Mcl-1 Bim block – human Bim-Mcl-1 interaction inhibition | Bead-based flow cytometry, Bim peptide-Mcl-1 binding | Q07820 | actives 0.1% (n = 190,000) | inhibition, % at 10 µM; in the data active = inhibition above about 40%;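 also: 0% = no compound tracer wells and 100% = peptide blocker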
Mcl1 Bid PPI – disrupts binding of human Mcl-1 to Bid peptide; TR-FRET Mcl-1/Bid-Dy647 peptide binding, 1536-well; AID 1021; actives 0.97% (n = 220,000); inhibition, % at 21.7 µM; Q07820;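 active = compounds that cut the binding signal by more than half at the single screening dose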;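 also: His-tagged Mcl-1 with europium anti-His antibody binding Bid BH3 peptide; 0% = Mcl-1 plus peptide wells and 100% = peptide-only wells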
HRas wt GTP bind – human HRas wildtype GTP binding, change in either direction; P01112; GST-Ras wt beads, Bodipy-FL-GTP binding, flow cytometry; actives lie on both sides; GTP binding activity, % at 10 µM; actives 0.14% (n = 190,000);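 active = GTP binding activity at least 20% away from the 100% baseline, either lowered as inhibitor or raised as activator; inconclusive = flagged as likely green fluorescent, judged across all proteins in the well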;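 also: 0% = unlabeled GTP competition control and 100% = no-compound control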
Target sequence (P01112 whole entry, looked up): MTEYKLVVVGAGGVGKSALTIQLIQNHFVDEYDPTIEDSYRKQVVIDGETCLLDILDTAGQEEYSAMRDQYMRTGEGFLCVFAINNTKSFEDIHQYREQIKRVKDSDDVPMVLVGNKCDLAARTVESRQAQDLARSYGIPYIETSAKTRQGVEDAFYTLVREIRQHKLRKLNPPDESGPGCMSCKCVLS
Rac1 act GTP bind – alters GTP binding to activated mutant human Rac1; P63000; GST-Rac1 activated beads, fluorescent GTP binding, flow cytometry; actives lie on both sides; 100% means binding = to untreated wells; percent activity (GTP binding), % at 10 µM; actives 0.11% (n = 190,000); AID 764;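 active = GTP binding at least 20 percentage points away from the 100% baseline, in either direction, so actives lie on both sides; inconclusive = Compound likely fluorescent itself, or too few beads counted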
Rab7 wt modul – dog Rab7 wildtype GTP binding, inhibitors and activators; GST-Rab7 beads, fluorescent GTP binding, flow cytometry; actives lie on both sides; untreated = 100%, excess cold GTP = 0%; GTP binding activity (percent of control), % at 10 µM; actives 0.055% (n = 190,000); AID 758;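 active = fluorescent GTP binding to Rab7 beads changed by at least 20 points from the 100% baseline, either direction, mostly lower; inconclusive = compound itself probably fluorescent, or too few beads counted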;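 also: median green fluorescence of bound Bodipy-FL-GTP per Rab7 bead population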
Cdc42 wt – modulators (inhibitors or activators) of GTP binding to human Cdc42 wildtype; P60953; GST-Cdc42 beads, Bodipy-GTP binding, flow cytometry; actives lie on both sides; percent activity (GTP binding), % at 10 µM; actives 0.2% (n = 190,000); AID 761;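 active = percent activity GTP binding at least 20 points away from the 100% baseline, either down as inhibitor or up as activator; inconclusive = compound flagged as likely green fluorescent from well-wide comparison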;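 also: median bead fluorescence of bound Bodipy-FL-GTP at 100 nM; 0% = excess unlabeled GTP control and 100% = no compound control; below 100% means less GTP binding so inhibitor and above means activator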
Target sequence (P60953 whole entry, looked up): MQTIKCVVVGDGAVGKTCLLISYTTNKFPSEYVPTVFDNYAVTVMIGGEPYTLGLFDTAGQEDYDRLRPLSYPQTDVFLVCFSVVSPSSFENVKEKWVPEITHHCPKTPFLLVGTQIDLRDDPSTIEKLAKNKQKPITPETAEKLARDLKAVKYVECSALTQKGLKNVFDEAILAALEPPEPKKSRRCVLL
The depositor's hits bear a star; u = inconclusive; x = no result given; [ ] = remark or other dose.

SMILES | Rac1 wt GTP bind | Pf gametocyte | Avidin bead fluor | Mcl1 Noxa PPI | Rab2A wt mod | Mcl-1 Bim block | Mcl1 Bid PPI | HRas wt GTP bind | Rac1 act GTP bind | Rab7 wt modul | Cdc42 wt
CCC(Sc1ncccc1C(=O)Oc1cccc([N+](=O)[O-])c1)C(=O)Nc1ccccc1OC (configuration not stated) | 104 | x | 17 | 16 | 99 | 2 | 8 | 99 | 102 | 102 | 100
CSCCOC(=O)COc1ccc(/C=N/NC(=O)c2nn(C)cc2Cl)cc1 | 104 | -11 | 5 | -2 | 98 | -3 | -10 | 101 | 98 | 96 | 100
O=C(NCCC1=CCCCC1)c1cnccn1 | 106 | -12 | 12 | -2 | 100 | -1 | -17 | 101 | 101 | 101 | 104
CCOC(=O)C1(Cc2ccccc2)CCCN(CCO)C1 (configuration not stated) | u | 13 | 12 | 1 | u | -7 | -24 | u | u | u | u
CC(C)Cn1c(-c2nn(C)cc2Cl)n[nH]c1=S | 105 | x | 4 | -4 | 103 | -6 | -7 | 103 | 101 | 98 | 107
O=C1Nc2ccccc2C12OCC1(CO2)COC2(OC1)C(=O)Nc1ccccc12 (configuration not stated) | 101 | -22 | 6 | 2 | 97 | -2 | 0 | 97 | 94 | 100 | 94
COC(=O)Cc1c(C)nc2nc(Cc3ccccc3)[nH]n2c1=O | 103 | -3 | 9 | 31 | 101 | -1 | -19 | 100 | 97 | 101 | 100
COC(=O)c1ccc(CSc2nc3c(cnn3-c3ccc(F)cc3)c(=O)[nH]2)o1 | 110 | x | 17 | -217 | 96 | 0 | -134 | 105 | 97 | 101 | 104
O=C(COC(=O)c1ccc(Cl)nc1)NCc1ccc2c(c1)OCO2 | 101 | 15 | 7 | 25 | 96 | -1 | -6 | 99 | 96 | 97 | 103
Cc1c(-c2ccccc2)oc2c(C(=O)OCC(=O)Nc3ccc(C(N)=O)cc3)cccc2c1=O | 103 | -4 | 15 | -6 | 97 | -4 | 15 | 99 | 104 | 99 | 96
CCC(Sc1nc(C)cc(C)n1)C(=O)NC1=NN=C(c2ccc(C)cc2)CS1 (configuration not stated) | 103 | x | 7 | -35 | 102 | -1 | -19 | 104 | 100 | 97 | 102
CCOC(=O)C(=CNc1ccc(C#N)cc1)C(=O)OCC | 93 | 5 | 8 | 4 | 95 | 0 | -23 | 92 | 94 | 94 | 95
O=C(COC(=O)Cn1cnc2ccccc21)NCCc1ccccc1 | 103 | 10 | 10 | 5 | 103 | -2 | -10 | 102 | 99 | 101 | 104
CCC(=O)Nc1ccc2c(c1)nc(CN1CCCCC1)n2C | 101 | 3 | 16 | 1 | 98 | -3 | -32 | 99 | 97 | 99 | 100
C=C(C)CNC(=S)N1CCN(C(c2ccccc2)c2ccccc2)CC1 | 102 | -15 | 6 | 7 | 98 | -5 | -55 | 97 | 97 | 97 | 100
Cc1cc(C)nc(N/N=C/c2sccc2C)n1 | 100 | x | 10 | -5 | 100 | 2 | -10 | 98 | 95 | 98 | 98
NC(=O)c1ccccc1N=Cc1ccc2ccccc2c1 | 104 | 1 | 12 | -6 | 96 | -2 | -48 | 101 | 99 | 102 | 102
O=C(NCCCn1ccnc1)c1cn(-c2ccccc2)nc1-c1ccccc1 | 93 | 14 | 30 | 9 | 92 | 0 | -5 | 94 | 92 | 95 | 93
COc1ccc(-c2nn3cnnc3s2)cc1OC | 108 | 10 | 8 | -6 | 105 | 1 | 53* | 103 | 102 | 104 | 101
COC(=O)c1cc(C(=O)OC)n(Cc2ccc(C)cc2)c1C | 97 | x | 13 | 16 | 98 | 0 | -36 | 97 | 95 | 104 | 94
C=CCOC(=O)C1=C(C)NC(SCC(=O)N(CC)CC)=C(C#N)C1c1ccco1 (configuration not stated) | 90 | 6 | 16 | x | 92 | 4 | x | 92 | 92 | 91 | 93
Cc1cc(C)nc(N/N=C/c2ccc3c(c2)OCCO3)n1 | 101 | 8 | 13 | 3 | 100 | -1 | -13 | 100 | 96 | 106 | 101
COC(=O)CCS(=O)(=O)c1ccc(Cl)c(Cl)c1 | 93 | 7 | 6 | -11 | 93 | 0 | -14 | 94 | 94 | 94 | 94
NC(=O)C1=C[C@H](c2ccc(Br)cc2)C[C@H](OCc2ccc(CO)cc2)O1 | 96 | x | 5 | 18 | 95 | -1 | -1 | 95 | 95 | 100 | 94
O=C(O)c1c[nH]c(=S)n1-c1ccc(F)cc1 | 106 | x | 37 | 9 | 101 | -2 | -54 | 102 | 102 | 99 | 105

The last two entries of the section above lead into the next.
SMILES | Rac1 wt GTP bind | Pf gametocyte | Avidin bead fluor | Mcl1 Noxa PPI | Rab2A wt mod | Mcl-1 Bim block | Mcl1 Bid PPI | HRas wt GTP bind | Rac1 act GTP bind | Rab7 wt modul | Cdc42 wt
NC(=O)C1=C[C@H](c2ccc(Br)cc2)C[C@H](OCc2ccc(CO)cc2)O1 | 96 | x | 5 | 18 | 95 | -1 | -1 | 95 | 95 | 100 | 94
O=C(O)c1c[nH]c(=S)n1-c1ccc(F)cc1 | 106 | x | 37 | 9 | 101 | -2 | -54 | 102 | 102 | 99 | 105
O=C(Nc1cc(S(=O)(=O)N2CCOCC2)ccc1N1CCCCC1)c1cc(-c2ccccn2)nc2ccccc12 | 99 | 6 | 9 | 2 | 95 | -7 | 24 | 97 | 95 | 95 | 97
O=C(N1CCOCC1)N(Cc1ccco1)CC1CCCO1 (configuration not stated) | 103 | -8 | 13 | 3 | 103 | -6 | -44 | 103 | 98 | 106 | 102
c1ccc(Oc2cc(-n3cncn3)ncn2)cc1 | 103 | -18 | 2 | 11 | 95 | -19 | -13 | 98 | 100 | 101 | 99
CCN1C(=O)c2ccc(C(=O)O)cc2C1=O | 108 | 16 | 26 | 11 | 99 | -5 | 14 | 99 | 98 | 99 | 101
COc1ccc(N2CC(C(=O)N/N=C/c3ccc(C)cc3)CC2=O)cc1 (configuration not stated) | 97 | 3 | 4 | 1 | 99 | 0 | -1 | 100 | 98 | 102 | 98
Cc1cccc(NC(=O)Cn2cnc3ccc(S(=O)(=O)N4CCC(C)CC4)cc3c2=O)n1 | 114 | 17 | 13 | 21 | 109 | -4 | -6 | 110 | 103 | 106 | 113
Cc1cccc(-c2nnn(CC/C(N)=N/O)n2)c1 | 102 | x | 9 | 11 | 105 | 0 | -16 | 104 | 99 | 99 | 102
Cc1ccc(NC(=O)c2cc(C(=O)c3cc(Cl)ccc3O)cn(-c3ccc(C)cc3)c2=O)cc1 | 102 | x | 12 | 21 | 99 | -1 | -6 | 100 | 97 | 99 | 97
CC(=O)N(/N=C1\Sc2ccccc2C1=O)c1ccccc1 | 107 | 9 | 13 | 14 | 100 | -2 | 0 | 103 | 97 | 100 | 105
Cc1c(-c2ccccc2)nc(N)c(C#N)c1-c1cccs1 | 99 | 2 | 7 | 11 | 98 | 0 | 3 | 97 | 98 | 91 | 98
CC(C)c1nc(SCC(=O)c2ccc(F)cc2)c2ccccc2n1 | 97 | x | 11 | 2 | 96 | -3 | -26 | 96 | 96 | 95 | 97
CCOC(=O)CNC(=O)c1sc(NC(=O)c2ccccc2)nc1C | 107 | x | 5 | 4 | 102 | -2 | -8 | 104 | 101 | 102 | 100
COC(C#CCCN(C)C)(c1ccccc1)c1ccccc1 | 105 | 0 | 5 | 8 | 98 | -3 | -8 | 99 | 101 | 105 | 100
CC(C)CCOCC1CC2(CC(C)(c3csc(N)n3)OC2=O)C(=O)O1 (configuration not stated) | 103 | x | 9 | -66 | 99 | -7 | -21 | 100 | 97 | 101 | 97
O=[N+]([O-])c1ccc(N/N=C2\CC3CC=CC23)cc1 (configuration not stated) | 89 | 27 | 14 | 14 | 94 | -1 | -47 | 92 | 90 | 97 | 92
CCCCC1CCC(C(=O)Nc2ccc(S(=O)(=O)Nc3nccs3)cc2)CC1 (configuration not stated) | 106 | x | 27 | 11 | 98 | -2 | -23 | 98 | 98 | 96 | 102
Cc1ccn2c(C(=O)N/N=C\c3cccs3)c(C)nc2c1 | 99 | x | 12 | 31 | 97 | -3 | -24 | 97 | 95 | 98 | 97
O=C(NCCN1CCCCCC1)C1CC(=O)N(CCc2ccccc2)C1 (configuration not stated) | 94 | x | 15 | 0 | 98 | -2 | -9 | 96 | 94 | 98 | 94
S=C(Nc1ccc(Cl)cc1)N(CCCN1CCOCC1)Cc1ccco1 | 107 | x | 9 | 21 | 100 | -13 | -70 | 101 | 100 | 98 | 102
COc1ccc(OCC(=O)NN2Cc3ccccc3C2=N)cc1 | 102 | 2 | 11 | 4 | 100 | 0 | 12 | 101 | 99 | 100 | 103
Cc1cc(C)nc(Nc2n[nH]c(Cc3ccccc3)n2)n1 | 100 | x | 8 | 0 | 97 | -4 | 0 | 98 | 97 | 92 | 98
Cc1ccc(C)c(OCCn2cc(C(=O)O)c3ccccc32)c1 | 170*[activator] | 2 | 26 | 10 | 138*[activator] | 0 | -12 | 129*[activator] | 136*[activator] | 136*[activator] | 140*[activator]
CCCCc1nc(SCC(=O)Nc2ncccn2)n[nH]1 | 104 | -1 | 12 | -2 | 97 | -3 | -31 | 99 | 99 | 96 | 101
CCc1ccc(N2C(=O)CN(CC(=O)OC)C2=S)cc1 | 95 | 5 | 10 | 10 | 95 | 0 | -14 | 95 | 96 | 96 | 95
COCCNC(=O)CSc1nc2cc(OC)c(OC)cc2c(=O)n1CCC1=CCCCC1 | 105 | x | 43 | 3 | 97 | -5 | -3 | 98 | 98 | 91 | 99
(next part)
SMILES | Rac1 wt GTP bind | Pf gametocyte | Avidin bead fluor | Mcl1 Noxa PPI | Rab2A wt mod | Mcl-1 Bim block | Mcl1 Bid PPI | HRas wt GTP bind | Rac1 act GTP bind | Rab7 wt modul | Cdc42 wt
CCOC(=O)C1(C)C=C(Nc2ccccc2)C(=O)N1c1ccccc1 (configuration not stated) | 95 | 9 | 8 | -11 | 98 | 0 | -42 | 95 | 96 | 100 | 92
O=C(CNC(=O)C1COc2ccccc2O1)N/N=C\c1cccc(O)c1 (configuration not stated) | 103 | 7 | 12 | -6 | 97 | -5 | 28 | 99 | 98 | 93 | 101
Cc1ccc(S(=O)(=O)N2CCC(C(=O)OCC(=O)N3CCc4ccccc43)CC2)cc1 | 105 | 3 | 23 | 38 | 95 | -5 | -4 | 96 | 97 | 100 | 100
Cn1c(=O)c2c(SCc3c(F)cccc3Cl)nc(CC(C)(C)C)nc2n(C)c1=O | 98 | x | 3 | 0 | 97 | -6 | -31 | 97 | 97 | 94 | 94
CC1(C)Cc2ccccc2-c2nc3ccccc3c(=O)n21 | 106 | x | 39 | -13 | 100 | 1 | 3 | 102 | 100 | 103 | 102
O=S(=O)(Nc1nc(-c2sccc2Cl)cs1)c1cc(Cl)ccc1Cl | 101 | x | 12 | 36 | 97 | 0 | 42 | 101 | 94 | 97 | 98
